High-throughput results (PubChem)
Lipid storage S3 = qHTS Assay for Lipid Storage Modulators in Drosophila S3 Cells; Drosophila S3 cells, BODIPY lipid droplet fluorescence, 18-24 h; cells fed with added oleic acid; Potency in µM for hits, for the others lipid storage change, negative = inhibition, % at the top dose, mostly 46.1 µM; 0.64% of 320,000 active; active = well fitted inhibition curve with a large enough effect in the signal ratio, with a control signal flat, not every such curve was filed as active; inconclusive = small, poorly fitted or top-dose-only effect, or effect the other way, or a change in a side signal; the % refers to the signal ratio
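Drosophila S3 cells got compounds at several concentrations plus oleic acid (400 uM solution). Laser-scanning cytometry with 488 nm excitation read lipid droplets at 500-530 nm and cells at 575-640 nm. Percent activity was relative to 20 uM Triacsin C.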
Lipid storage S3 cell count max = further read-out of Lipid storage S3, marked with its call; cell number change, %; measured here: cell count max response;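 cells counted by Cell Tracker Red CMTPX staining in the red channel; peak over a dose series mostly up to 46.1 µM; percent activity relative to internal control wells on each plate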
* marks the source's active call; other numbers are inactive results; i = inactive; u = inconclusive; x = no result given. % is scaled to controls: 0 for no effect and ±100 for the full control effect; potency is read from the fitted curve at half-maximal effect.

structure | Lipid storage S3 | Lipid storage S3 cell count max
CC(C)CC(=O)O/N=C1\C(=O)N(c2ccccc2)c2ccccc21 | -18% | 8
COc1ccc(/C=N/NC(=O)c2[nH]c3ccc(Cl)cc3c2-c2ccccc2)c(C(=O)O)c1OC | 11% | -11
O=C(c1ccco1)N1CCN(c2ccc([N+](=O)[O-])cc2F)CC1 | 7% | 12
CCN1CCCc2cc(CN(CCN3CCOCC3)C(=S)Nc3ccc(OC)c(Cl)c3)ccc21 | u | x
O=C(COc1ccc2ccccc2c1)NNC(=O)Cc1cccc2ccccc12 | u | x
CC1=NN(/C(=N\c2nnc(C)s2)Nc2ccc(C(C)(C)C)cc2)[C@H](c2ccc(C)cc2)S1 | u | x
CCOC(=O)c1sc2nc(C)cc(C)c2c1N | i | x
Cc1ccccc1COC(=O)c1nn(-c2ccccc2)nc1N | -2% | 4
CC(C)CNc1nc(SCC(=O)Nc2ccccc2)nc(N2CCOCC2)n1 | 0% | 9
O=c1c(-c2nc3ccccc3s2)cccn1Cc1ccc(Cl)cc1 | u | x

New compounds follow.
structure | Lipid storage S3 | Lipid storage S3 cell count max
OC(COC(c1ccc(Cl)cc1)c1ccc(Cl)cc1)CN1CCCC1 (stereo not drawn) | u | x
O=C(COc1cccc(Cl)c1)NCC(c1cccs1)N1CCOCC1 (stereo not drawn) | u | x
Cc1ccc(-c2nc3nc4ccccc4nc3n2Cc2ccco2)cc1 | i | 2
COc1nc(/C(N)=N/O)nc(N2CCCCC2)n1 | -7% | 9
CC(C)Oc1ccc(C(=O)NCC(=O)N2CCN(S(=O)(=O)/C=C/c3ccccc3)CC2)cc1 | u | x
COc1ccc(S(=O)(=O)NCCCN2CCOCC2)c2ccccc12 | -29% | x
Cc1ccc(NC(=O)Cc2n[nH]c(=O)c3ccccc23)cc1S(=O)(=O)N1CCCCCC1 | u | x
Cn1cccc1-c1cc(C(=O)N2CCc3c([nH]c4ccccc34)C2c2ccccn2)[nH]n1 (stereo not drawn) | -6% | -8
CCn1cc(C(=O)N2CCCc3ccccc32)c2cc(OC)c(OC)cc2c1=O | u | x
Cc1ccc(C(C(=O)NC(C)(C)C)N(Cc2ccco2)C(=O)CCC(=O)Nc2ccccn2)cc1 (stereo not drawn) | -22% | 1

Other records follow:
structure | Lipid storage S3 | Lipid storage S3 cell count max
Fc1ccc2nc(-c3ccccc3)nc(SCc3nnc(-c4ccccc4)o3)c2c1 | u | x
Cc1nnc(SC(C)C(=O)Nc2ccc(S(=O)(=O)NC3CCCCC3)cc2)s1 (stereo not drawn) | 3% | 0
O=C(CSCc1c[nH]c(=O)[nH]c1=O)OCC(=O)c1ccc(Br)cc1 | u | x
COc1ccc(C(=O)Nc2nnc(C3=COCCO3)o2)cc1 | i | -10
Cc1nc(-c2ccc(C(=O)N3CCOCC3)cc2)cs1 | u | x
COc1cccc(CC(=O)NC2CCSc3ccccc32)c1 (stereo not drawn) | 9% | -20
CCOc1ccc(CCNC(=O)c2cc3sccc3n2CC)cc1OCC | u | x
Cc1ccc2nc(SCC(=O)NC(=O)NCc3ccco3)[nH]c2c1 | u | x
CCOc1ccc(N/C(C)=C\C(=O)c2ccc3c(c2)OCCO3)cc1 | u | x
Cc1ccc(C2=CC(=O)C[C@H](c3ccc(Cl)cc3)C2)cc1 | u | x

Next compounds:
structure | Lipid storage S3 | Lipid storage S3 cell count max
O=c1[nH]c2ccccc2s1 | u | x
C=C1CC[C@@H]2[C@](C)(CO)[C@H](O)CC[C@@]2(C)[C@@H]1/C=C/C1=CCOC1=O | -2% | -2
O=C(CCS(=O)(=O)c1ccc(Br)s1)NCc1ccc2c(c1)OCO2 | u | x
O=C(Nc1c(-c2ccccc2)nc2ccccn12)c1ccccc1F | 9% | 16
COC(=O)c1cc(Br)c(=O)n(CCN2CCOCC2)c1 | u | x
COc1ccc(OC)c(/C=C2\SC(N3CCCCC3)=NC2=O)c1 | u | x
Cc1ccc(C(C)(C)C)cc1S(=O)(=O)NC(=O)c1ccccc1 | u | x
COc1cccc(C(=O)Nc2nnc(-c3ccccc3)s2)c1OC | u | x
CCOC(=O)N1CCN(C(=O)c2cc(C)c3c(C)nn(-c4ccccc4)c3n2)CC1 | -5% | -3
O=C1CC(N2CCOCC2)C(=O)N1Cc1ccc(N2CCCC2=O)cc1 (stereo not drawn) | u | x

A few values from the list:
Under Lipid storage S3 cell count max, COc1ccc(C(=O)Nc2nnc(C3=COCCO3)o2)cc1 is entered as -10
Under Lipid storage S3, CC(C)CC(=O)O/N=C1\C(=O)N(c2ccccc2)c2ccccc21 is entered as -18%

Other structures.
structure | Lipid storage S3 | Lipid storage S3 cell count max
CCOC(=O)c1nn(-c2cccc(Cl)c2)c(C)c1C(C)=O | u | x
COC(=O)COc1ccc(S(=O)(=O)N2CCCCCC2)cc1C | u | x
N#C/C(C(=O)N1CCCCC1)=C1/N=C(N)c2ccccc21 | -11% | -33
COc1ccc(CC(=O)Nc2ccc(S(=O)(=O)Nc3onc(C)c3C)cc2)cc1OC | u | x
NN(Cc1ccccc1)C(=S)Nc1ccc(Cl)c(Cl)c1 | u | x
CCOC(=O)c1cnn(CCOC(=O)C(C)(C)C)c1NC(=O)C(C)(C)C | 9% | -6
O=C(Nc1cc(C(=O)N2CCCC2)ccc1N1CCCC1)C1CC1 | 3% | 4
COCCCNC(=O)Cn1c(=O)n(CCCCCC(=O)Nc2ccccc2)c(=O)c2sccc21 | 6% | 0
Cc1cc(N2CCN(C(=O)c3ccco3)CC2)n2nc(-c3cccc(Cl)c3)cc2n1 | u | x
CC(C)NC(=O)CC(c1ccccc1)c1cc(Br)ccc1O (stereo not drawn) | -3% | -5

Next entries:
structure | Lipid storage S3 | Lipid storage S3 cell count max
CC1=CC2=NC(=O)/C(=C\c3ccc(OC(=O)c4ccco4)cc3)C(=N)N2O1 | 1% | -3
COc1ccccc1NC(=O)C(=O)NCC1COc2ccccc2O1 (stereo not drawn) | i | x
CCN(c1cccc(C)c1)S(=O)(=O)c1ccc(-c2ccc(=O)[nH]n2)o1 | u | x
CCCS(=O)(=O)NCCc1cc2ccc(C)cc2[nH]c1=O | 1% | -2
CSCC[C@H](NC(=O)C1CCN(S(=O)(=O)c2ccc(C)cc2)CC1)C(=O)NCc1ccco1 | 13% | 10
S=C(Nc1ccc2c(c1)OCO2)NC1CCN(Cc2ccccc2)CC1 | u | x
Cc1n[nH]c(C)c1CCOc1ccc(C(C)C)cc1 | u | x
CCCCSc1nsc(NC(C)=O)n1 | 13% | 3
COc1cc(OC)cc(C(=O)NNC(=O)CCCOc2ccccc2)c1 | u | x
CCC(C)c1ccccc1NC(=O)COC(=O)c1ccc2[nH]c3c(c2c1)CCCC3 (stereo not drawn) | u | x

Next part:
structure | Lipid storage S3 | Lipid storage S3 cell count max
CC(=O)c1c(C(C)=O)c(C)n(NC(=O)c2ccc(Cl)cc2)c1C | u | x
CC1CCCC(=C\c2ccccc2)/C1=N/O (stereo not drawn) | u | x
COc1ccc2ccccc2c1/C=N/NC(=O)c1nnn(-c2nonc2N)c1C(C)C | u | x
Cc1ccccc1NC(=O)CSc1[nH]c(=O)cc(C)c1C#N | i | x
COc1cc(-c2cn[nH]c2N)cc(OC)c1OC | u | x
C=CCn1c(SCC(=O)NC2(C#N)CCCCC2)nnc1-c1ccncc1 | u | x
N=c1sccn1CC(=O)Nc1ccccc1Oc1ccccc1 | u | x
COc1ccc(C(=O)Nc2cc3c(cc2C#N)OCO3)cc1S(=O)(=O)NCc1ccco1 | 10% | 4
COc1ccc(C2CN=NC23CCCc2ccccc2C3=O)cc1 (stereo not drawn) | u | x
CC1=C(C(=O)c2ccccc2)C(c2cn(-c3ccccc3)nc2-c2ccc(Cl)cc2)NC(=S)N1 (stereo not drawn) | u | x

(further entries)
Below each SMILES: Lipid storage S3, Lipid storage S3 cell count max
> CCCc1cc(=O)oc2cc(C)cc(OC(C)C(=O)NCC(O)c3ccccc3)c12 (stereo not drawn)
    u, x
> COc1ccc(C2c3ccc4ccccc4c3Oc3ncn(CCCO)c(=N)c32)cc1OC (stereo not drawn)
    0%, -1
> COc1ccc(C(=O)N2CCN(Cc3cc(OC)ccc3OC)CC2)cc1
    -14%, -4
> Cc1cc(Nc2ccccc2)n(C(=O)c2ccc(Cl)cc2)n1
    2%, -12
> Cc1ccc(S(=O)(=O)n2nnc3ccccc32)c(C)c1C
    u, x
> O=S(=O)(Nn1cnnc1)c1ccc2ccccc2c1
    -1%, -5
> CN(Cc1cnccn1)C(=O)c1cc(COc2cccc(C(F)(F)F)c2)on1
    i, -24
> CCOC(=O)N1CCC(N2C(=O)c3ccc(C(=O)Nc4ccc(OC)c(OC)c4)cc3C2=O)CC1
    u, x
> CCOc1cccc(/C=N/N2CCN(c3ccc(Cl)cc3)CC2)c1O
    -13%, -1
> CCOC(=O)c1ccc(-c2nnc(-c3ccc(Cl)cc3Cl)o2)cc1
    u, x
> CCCn1c(CCc2ccccc2)nnc1SCC(=O)N1CCCC1
    u, x
> COC(=O)[C@@H](Cc1ccccc1)NC(=O)NCCc1c[nH]c2ccccc12
    10%, 5
> COC(=O)c1ccc(COc2ccc(/C=N/N3CCN(C)CC3)cc2)cc1
    u, x
> COc1ccc(C)cc1NC(=O)c1ccc(CN2CCN(c3ccccc3)CC2)cc1
    u, x
> CCOC(=O)C1=C(C)NC(=O)CC1c1cc2c(cc1[N+](=O)[O-])OCO2 (stereo not drawn)
    1%, 2

A stretch of the results above, for reference:
Below each SMILES: Lipid storage S3, Lipid storage S3 cell count max
> CC(C)CC(=O)O/N=C1\C(=O)N(c2ccccc2)c2ccccc21
    -18%, 8
> COc1ccc(/C=N/NC(=O)c2[nH]c3ccc(Cl)cc3c2-c2ccccc2)c(C(=O)O)c1OC
    11%, -11
> O=C(c1ccco1)N1CCN(c2ccc([N+](=O)[O-])cc2F)CC1
    7%, 12
> CCN1CCCc2cc(CN(CCN3CCOCC3)C(=S)Nc3ccc(OC)c(Cl)c3)ccc21
    u, x
> O=C(COc1ccc2ccccc2c1)NNC(=O)Cc1cccc2ccccc12
    u, x
> CC1=NN(/C(=N\c2nnc(C)s2)Nc2ccc(C(C)(C)C)cc2)[C@H](c2ccc(C)cc2)S1
    u, x

More results follow:
Below each SMILES: Lipid storage S3, Lipid storage S3 cell count max
> CC(C)(C)N(Cc1ccccc1)C(=O)COC(=O)CN1C(=O)C2CC=CCC2C1=O (stereo not drawn)
    -7%, 20
> CCOc1ccc(C(=O)Nc2nnn(CC)n2)cc1
    u, x
> COC(=O)c1ccc(/C=N/Nc2nc(-c3ccccc3)cs2)cc1
    u, x
> COc1ccccc1NC(=O)c1cc2cc(Br)ccc2oc1=N
    u, x
> CCN(CC)c1ccc(/C=C2\SC(=O)N(C(C)C)C2=O)o1
    u, x
> O=C(NCCN1CCCCC1)Nc1ccccc1
    u, x
> CC12CCC(C/C1=N/OC(=O)c1cccc([N+](=O)[O-])c1)C2(C)C (stereo not drawn)
    1%, 23
> Cc1ccc(F)c(NC(=O)c2ccc(Cn3cc(Cl)cn3)cc2)c1
    u, x
> COc1ccc(N2CCN(C(=O)Cc3coc4cc(C)ccc34)CC2)cc1
    u, x
> Cc1ccc(C)c(S(=O)(=O)N=Nc2c(O)[nH]c3ccccc23)c1
    u, x
> O=C(c1cc(COc2ccc(F)cc2Cl)on1)N1CC2C[C@@H]3CC1C[C@H](C2)C3
    u, x
> O=C(COc1ccc(F)cc1Cl)Nc1ccccc1C(=O)N1CCCCC1
    i, x
> O=[N+]([O-])c1ccc2c(c1Nc1ccccc1)=NC1(CCCCC1)N=2
    -19%, 4
> CS(=O)(=O)N1CCN(c2ccc(NC(=S)NC(=O)c3ccccc3[N+](=O)[O-])cc2)CC1
    1%, -11
> O=C(/C=C/c1ccco1)NCCCN1CCOCC1
    -29%, 1

Later entries
Below each SMILES: Lipid storage S3, Lipid storage S3 cell count max
> Cc1ccc(C)c(N2CCN(CCCc3ccccc3)CC2)c1
    u, x
> CC1CCCC(C)N1C(=O)CSc1nnc(-c2cccs2)o1 (stereo not drawn)
    -32%, x
> CSc1ccccc1OCc1cc(C(=O)NCCc2ccco2)no1
    16%, 15
> CCOC(=O)c1c(-c2ccc(OCC)cc2)csc1NC(=O)CCN1C(=O)c2ccccc2C1=O
    u, x
> CCOc1cc(C#N)c(NC(=O)c2cccnc2Cl)cc1OCC
    u, x
> C=CCNc1nc2c(c(=O)[nH]c(=O)n2C)n1CCCc1ccccc1
    i, 7
> CCCCNC(=O)C1CCCN(S(=O)(=O)c2ccc(S(=O)(=O)NCC(C)C)cc2)C1 (stereo not drawn)
    u, x
> Oc1c(Br)cc(Br)cc1CNc1ccc(F)cc1
    u, x
> NC(=O)c1cccnc1Nc1ccccc1F
    u, x
> O=C(Cn1ncc2c(=O)oc3ccccc3c21)NC1CC1
    u, x
> COc1cc(NC(=S)Nc2cccc(C)n2)cc(OC)c1OC
    11%, 4
> NC(=O)CC(NC(=O)Cc1cccc2ccccc12)c1ccc(N2CCCCCC2)c([N+](=O)[O-])c1 (stereo not drawn)
    u, x
> COc1ccc(CNc2nc(NC(C)=O)nn2-c2ccccc2)cc1
    25%, 1
> O=C(COC(=O)Cc1c(F)cccc1Cl)NC1CCS(=O)(=O)C1 (stereo not drawn)
    u, x
> CCCn1nnnc1NCc1ccc(N2CCCC2)cc1
    5%, 0
> Nc1c(C(=O)O)sc2nc(-c3ccccc3)cc(-c3ccc(Cl)cc3)c12
    -6%, -7
> CCn1c(=O)[nH]c2cc(Cl)c(Cl)cc21
    u, x
> CCOC(=O)c1c(Cc2cccc(Cl)c2)c[nH]c1C
    u, x

An excerpt; the hit share may differ from the screen's.
